Screening results as filed in PubChem BioAssay.
ABHD4 inh = ABHD4 inhibitors, primary screen, biochemical, fluorescence polarization, mouse; (Lyso)-N-acylphosphatidylethanolamine lipase (Mus musculus), Q8VD66; purified mABHD4, FP-Rh probe fluorescence polarization; inhibition, % at 8.92 µM; actives 0.54% (n = 370,000);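 active = inhibition exceeding the mean over every tested compound plus 3 SD, cut at about 30% in these data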;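 also: 0% = plate median of compound wells and 100% = S159A mutant with DMSO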
Target sequence (Q8VD66 whole entry, looked up): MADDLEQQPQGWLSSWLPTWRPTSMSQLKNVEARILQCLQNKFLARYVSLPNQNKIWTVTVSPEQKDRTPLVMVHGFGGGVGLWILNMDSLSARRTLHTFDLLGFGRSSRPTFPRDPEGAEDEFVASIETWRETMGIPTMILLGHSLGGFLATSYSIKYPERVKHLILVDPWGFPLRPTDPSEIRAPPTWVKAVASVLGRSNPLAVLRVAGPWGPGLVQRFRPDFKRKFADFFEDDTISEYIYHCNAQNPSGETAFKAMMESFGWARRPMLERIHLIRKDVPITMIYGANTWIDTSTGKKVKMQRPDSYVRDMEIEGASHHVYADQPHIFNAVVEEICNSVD
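system = mouse ABHD4 enzyme, wild type | medium = HEPES pH 7.0, NaCl, Pluronic buffer | also added = FP-Rh probe | incubation = Enzyme–compound pre-incubation 45 min, then probe 60 min, both 25 °C | technique = fluorescence polarization, excitation 525 nm, emission 598 nm, BODIPY TMR filters | controls = S159A mutant high control, sample median low control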
UHRF1 binding = UHRF1 methylated DNA binding inhibitors, primary screen, counter-screen for MBD2 inhibitor project, biochemical, TR-FRET, human UHRF1, single concentration. E3 ubiquitin-protein ligase UHRF1 (Homo sapiens), Q96T88. UHRF1 binding to methylated oligo. inhibition, % at 4.4 µM. actives 0.75% (n = 370,000). AID 687016, 2013; in the data active = inhibition above about 21%;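 also: UHRF1 SRA domain binding a hemimethylated CpG hairpin DNA probe; 0% = median of test compound wells and 100% = reference inhibitor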
PRMT1 FP inh = PRMT1 methyltransferase inhibitors, primary screen, biochemical, fluorescence polarization. Protein arginine N-methyltransferase 1 (Homo sapiens), Q99873. recombinant PRMT1, activity-based probe fluorescence polarization. inhibition, % at 2.79 µM. actives 1.3% (n = 370,000). AID 652257, 2013;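 active = inhibition above about 21% made by adding two undisclosed values, limit read from the data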
Target sequence (Q99873 whole entry, looked up): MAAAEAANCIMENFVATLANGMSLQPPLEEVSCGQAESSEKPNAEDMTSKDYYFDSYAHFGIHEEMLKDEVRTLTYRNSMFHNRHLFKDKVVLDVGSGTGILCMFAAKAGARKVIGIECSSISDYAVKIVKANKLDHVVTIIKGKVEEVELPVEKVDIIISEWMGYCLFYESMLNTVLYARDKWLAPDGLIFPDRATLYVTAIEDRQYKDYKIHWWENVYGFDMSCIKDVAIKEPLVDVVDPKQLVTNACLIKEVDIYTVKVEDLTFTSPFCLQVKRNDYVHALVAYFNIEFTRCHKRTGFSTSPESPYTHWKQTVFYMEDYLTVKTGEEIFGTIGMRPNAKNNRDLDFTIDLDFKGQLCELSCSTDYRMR
TDP2 inh = human TDP2 enzyme inhibitors, primary screen, biochemical, epi absorbance, recombinant enzyme; Tyrosyl-DNA phosphodiesterase 2 (Homo sapiens), O95551; T5PNP hydrolysis, p-nitrophenol absorbance 415 nm; inhibition, % at 12.8 µM; actives 0.34% (n = 370,000);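 active = inhibition above the mean of all tested compounds plus 3 SD, set per campaign, cut at about 25% in these data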;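 also: 0% = DMSO with enzyme and 100% = buffer with substrate but no TDP2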
Target sequence (O95551 whole entry, looked up): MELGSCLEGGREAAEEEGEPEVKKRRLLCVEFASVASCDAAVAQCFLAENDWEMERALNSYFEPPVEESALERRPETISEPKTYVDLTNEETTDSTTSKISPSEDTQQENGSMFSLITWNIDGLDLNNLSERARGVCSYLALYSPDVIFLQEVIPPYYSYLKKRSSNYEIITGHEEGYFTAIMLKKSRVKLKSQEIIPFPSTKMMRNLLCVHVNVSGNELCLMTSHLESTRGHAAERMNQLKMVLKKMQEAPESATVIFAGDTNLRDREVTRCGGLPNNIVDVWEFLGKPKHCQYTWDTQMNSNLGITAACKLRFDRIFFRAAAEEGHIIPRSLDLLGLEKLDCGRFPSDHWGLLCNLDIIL
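Incubation: 2 h at 37 °C; Test system: recombinant human TDP2; Quantity: enzyme 120 nM; Read-out basis: percent inhibition; Medium: 50 mM Tris-HCl pH 7.5 with Mg2+, KCl, DTT, BSA; Repeats: single replicate; Compound: 12.8 µM single point, 1% DMSO; Signal: epi absorbance; Reagent: 5 mM T5PNP chromogenic substrate; Benchmarks: no-enzyme high, DMSO-plus-enzyme low.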
PG9 binder = binders of HIV-1 gp120 antibody PG9, primary screen, biochemical, TR-FRET; actives 0.43% (n = 360,000); HIV-1 gp120 / PG9 antibody interaction; AID 624416, 2012; TR-FRET gp120-PG9 antibody binding; inhibition, % at 6.7 µM; in the data active = inhibition above about 8.5%
HTRA1 inh = HTRA1 serine protease inhibitors, primary screen, biochemical, fluorescence polarization, HTS; Q92743; recombinant HTRA1, FP-rhodamine activity-based probe; inhibition, % at 5.96 µM; actives 0.5% (n = 340,000); AID 504803, 2011; in the data active = inhibition above about 36%;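 also: 0% = enzyme with DMSO and 100% = wells lacking enzyme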
SIAE inh = human SIAE inhibitors, primary screen, biochemical, fluorescence polarization, FP-Rh probe, 1536-well HTS. Sialate O-acetylesterase (Homo sapiens), Q9HAT2. SIAE FP-Rh probe binding. actives 0.69% (n = 370,000). inhibition, % at 9.66 µM. AID 1053197, 2014;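 active = inhibition above a cutoff: mean of compounds within the control limits plus 3 SD of those, cut at about 17% in these data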;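 also: 0% = plate median of compound wells and 100% = probe without SIAE protein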
Tn7 DDE FP = inhibitors of Tn7 peptide binding to fibrin DD(E), primary screen, biochemical, fluorescence polarization, human fibrin, Tn7 probe; actives 0.13% (n = 370,000); Fibrinogen beta chain (Homo sapiens), P02675; AID 720508, 2013; FP displacement of FITC-Tn7 peptide from fibrin DD(E); 0% = median of compound wells per plate; inhibition, % at 8.3 µM;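 active = inhibition above the mean of compounds falling within the control limits plus 3 SD of them, cut at about 14% in these data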;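 also: 0% = plate median of compound wells and 100% = 10 µM Aha-Tn7 peptide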
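system = human fibrin DD(E) protein | quantity = DD(E) 2 µM final | medium = Tris/NaCl/CaCl2 buffer, pH 7.8 | also added = labelled Tn7 tracer, 0.1 µM | compound dosing = single point at 8.3 µM | timing = compound with protein 10 min, then 3 h after probe, room temperature | signal = FP measurement | benchmarks = Aha-Tn7 high control | repeats = one replicate per compound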
TCR-CD3 inh = inhibitors of human TCR-CD3 interaction, primary screen, biochemical, fluorescence, TAMRA-labeled TCR probe; inhibition, % at 9.4 µM; actives 0.37% (n = 360,000); T-cell receptor (TCR); in the data active = inhibition above about 19%;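 also: recombinant mutant TCR 2C K166C tagged with TAMRA read by polarization; 0% = receptor in buffer alone and 100% = receptor with positive control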
LEDGF integ inh = blockers of LEDGF/p75-dependent integrase strand transfer – biochemical, TR-FRET, high throughput, primary screen | HIV-1 integrase (with human LEDGF/p75) | TR-FRET IN-LEDGF/p75 DNA integration, Eu/Cy5 | inhibition, % at 3.7 µM | actives 0.64% (n = 370,000);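 active = inhibition above the screen-wide mean plus 3 SD, cut at about 13% in these data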;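 also: signal is the Cy5 over europium emission ratio at 671 and 618 nm; 0% = plate median of compound wells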
Starred values were filed as active, the others as inactive; / = not tested or not shown. This is a random part of the collection; about 4.2% have a hit in one of these screens.

Every second line gives: ABHD4 inh	UHRF1 binding	PRMT1 FP inh	TDP2 inh	PG9 binder	HTRA1 inh	SIAE inh	Tn7 DDE FP	TCR-CD3 inh	LEDGF integ inh
NS(=O)(=O)c1ccc(CCNC(=O)C(=O)Nc2cc3c4c(c2)CC(=O)N4CCC3)cc1
 : 2	-2	0	7	1.2	4	6	5	-10	-2
Cc1nc(Oc2ccccc2)c2oc3ccccc3c2n1
 : 0	3	6	2	0.3	-12	-3	2	-6	1
COc1ccc2ccccc2c1CN(C)Cc1ccccc1
 : 13	2	2	5	-2.7	-9	-7	-1	-1	-4
O=C(Cc1cc(=O)oc2cc(O)ccc12)N[C@@H](Cc1c[nH]c2ccccc12)C(=O)O
 : 4	0	-1	3	-1.7	0	7	-1	1	-5
NC(Cc1ccc(Cl)cc1)c1csc(Nc2nccc(C(F)(F)F)n2)n1 (stereo not given)
 : 23	1	6	1	-0.3	/	-4	-6	-2	4
CCCCOc1ccc(-c2nnc(-c3ccco3)o2)cc1
 : -9	-2	-2	-1	-2.7	-17	-6	-3	9	0
O=S(=O)(Cc1cc(N2CCOCC2)nc(-c2ccccn2)n1)c1ccccc1
 : 6	-3	-5	-1	-0.6	3	0	3	3	-7
N#C/C(=N\Nc1ccc(F)cc1)C(=N)N1CCCCCC1
 : -12	-1	-4	-15	-3.9	-5	5	-2	7	-3
COc1ccc(C(=O)Nc2ccc(Cl)c(S(=O)(=O)Nc3ccccc3OC)c2)cc1
 : -90	-1	-1	-2	4.1	-59	-91	1	3	-3
CN(C)CCCOC(=O)c1cc2ccccc2o1
 : 5	-3	1	1	-0.9	-1	-2	-5	0	-7

More structures follow:
Every second line gives: ABHD4 inh	UHRF1 binding	PRMT1 FP inh	TDP2 inh	PG9 binder	HTRA1 inh	SIAE inh	Tn7 DDE FP	TCR-CD3 inh	LEDGF integ inh
COCCCNC(=S)NNC(=S)Nc1ccccc1
 : -4	2	4	-5	-0.5	/	-2	0	-9	-4
ClCCn1cnc2c(SCc3ccccc3)ncnc21
 : -2	4	-2	-13	0.6	-1	0	-6	-4	3
O=C(C1=COCCO1)N1CCN(S(=O)(=O)c2cccc(Cl)c2Cl)CC1
 : -4	6	-3	-11	1.6	2	0	-2	-4	3
COc1cccc(NS(=O)(=O)c2ccc3c(c2)C2C=CCC2C(c2ccc(C(=O)O)cc2)N3)c1 (stereo not given)
 : 28	8	42*	16	-3.2	49*	10	-1	13	44*
CC(C)(C)NC(=O)CN(Cc1ccc2c(c1)OCO2)C(=O)CCC(=O)Nc1nccs1
 : -1	2	-1	0	0.6	7	-3	-1	-2	-2
O=C(Nc1nc2ccc([N+](=O)[O-])cc2s1)C1CCCO1 (stereo not given)
 : -1	-1	-1	12	-1.5	6	4	-5	4	2
Cc1c(C(=O)N2CCCCC2)c(S(=O)(=O)Nc2cccc(Br)c2)c(C)n1C
 : -3	-1	0	-1	0.6	2	9	3	-4	-2
O=C(CN1CCc2ccccc2C1)Nc1ccc(OC(F)(F)F)cc1
 : -6	-1	-5	-5	-0.6	-12	2	1	-4	5
C=CCn1c(CCc2ccc(OC(C)C)cc2)n[nH]c1=S
 : 3	-2	-1	1	-0.2	4	8	-7	2	1
Cc1ccc(S(=O)(=O)N2CCCCC2CCNC(=O)C(=O)NC2CC2)cc1 (stereo not given)
 : 0	-1	4	-2	-0.4	1	2	10	1	0

Going on with the list.
Every second line gives: ABHD4 inh	UHRF1 binding	PRMT1 FP inh	TDP2 inh	PG9 binder	HTRA1 inh	SIAE inh	Tn7 DDE FP	TCR-CD3 inh	LEDGF integ inh
OC(c1ccccc1)(c1ccccc1)C1CCN(CCCNc2ccccc2Br)CC1
 : 11	0	-3	-18	/	/	-2	-6	/	2
CCOc1ccc(/C=C2/C(=N)N3OC(C)=CC3=NC2=O)cc1OC
 : -7	-2	3	-9	-2.0	6	1	5	-4	3
COCC(C)NCc1cccc([N+](=O)[O-])c1 (stereo not given)
 : 5	-2	-3	13	-0.3	-5	-2	-3	9	0
NC(=O)CSc1nnc2ccc(-c3ccco3)nn12
 : 4	-3	-2	17	0.0	-2	-4	-3	7	-3
CNCc1ccccc1Sc1ccc(OC)cc1
 : 9	-5	2	3	0.7	-4	3	-1	0	1
CC1CCN(c2nc(Cl)nc(Nc3ccc([N+](=O)[O-])cc3)n2)CC1
 : -3	0	2	-2	-0.2	-5	3	1	-4	2
CCOc1ccc(-n2c(SCC(N)=O)nnc2-c2ccco2)cc1
 : -4	0	1	18	0.1	5	2	-1	1	3
CC(C)C[C@H]1COCCS(=O)(=O)N1Cc1cccc(C(F)(F)F)c1
 : -2	-2	1	-8	2.6	-8	0	5	8	-4
CC(=O)NCCn1c(SCC(=O)NCCc2ccc(S(N)(=O)=O)cc2)nc2ccccc2c1=O
 : 1	-1	5	3	-0.3	3	-13	0	-3	2
CCc1c(C)nc(N2CCN(c3cccc(OC)c3)CC2)[nH]c1=O
 : -1	0	-3	10	-0.1	-5	-5	-8	4	0

(more compounds)
Every second line gives: ABHD4 inh	UHRF1 binding	PRMT1 FP inh	TDP2 inh	PG9 binder	HTRA1 inh	SIAE inh	Tn7 DDE FP	TCR-CD3 inh	LEDGF integ inh
CCOC(=O)[C@@H]1CCN(Cc2ccccc2)C[C@H]1c1ccccc1
 : -5	1	-4	-11	-1.3	/	6	-11	3	1
CCOC(=O)C1CCCN(c2c(NCCN3CCCCC3CC)c(=O)c2=O)C1 (stereo not given)
 : 3	-1	2	5	1.1	-4	-4	10	-8	-5
CCCCN1C(=O)N(c2ccccc2Cl)C(C)(O)CC1(C)C (stereo not given)
 : 4	1	-4	-1	-0.4	3	4	0	4	1
CCC(=O)N1CCC1(C)C(=O)Nc1cccc(Oc2ccccc2)c1 (stereo not given)
 : 1	0	2	7	0.2	/	8	4	4	3
O=c1[nH]ncn2cccc12
 : -6	3	0	7	-0.9	1	-2	2	1	0
CCCN(CCC)S(=O)(=O)c1ccc2c(c1)CCCN2C(C)=O
 : 3	0	-1	5	-1.3	-1	-1	-7	-6	-1
Cc1ccc2oc(C(=O)N(Cc3ccccc3)C3CCS(=O)(=O)C3)c(C)c2c1 (stereo not given)
 : -6	-2	2	2	0.5	-11	-1	3	1	0
CCOC(=O)C1CCN(C(=O)c2oc3ccc(S(=O)(=O)N4CCCCCC4)cc3c2C)CC1
 : 6	-3	1	9	-2.3	-7	8	-2	5	-2
Cc1ccc([C@@H]2CC=C(C(=O)O)[C@H](c3ccc(Cl)cc3)N2S(=O)(=O)c2ccc(C)cc2)cc1
 : -19	-2	3	1	-0.1	-41	-13	0	-8	0
CCOC(=O)C(=NC1CCS(=O)(=O)C1)NNc1ccccc1Cl (stereo not given)
 : 8	2	8	11	-2.2	5	9	0	-8	-5

Ordered by molar mass (smallest number first): some entries from above
Every second line gives: ABHD4 inh	UHRF1 binding	PRMT1 FP inh	TDP2 inh	PG9 binder	HTRA1 inh	SIAE inh	Tn7 DDE FP	TCR-CD3 inh	LEDGF integ inh
O=c1[nH]ncn2cccc12
 : -6	3	0	7	-0.9	1	-2	2	1	0
CCOC(=O)[C@@H]1CCN(Cc2ccccc2)C[C@H]1c1ccccc1
 : -5	1	-4	-11	-1.3	/	6	-11	3	1
CCCCN1C(=O)N(c2ccccc2Cl)C(C)(O)CC1(C)C (stereo not given)
 : 4	1	-4	-1	-0.4	3	4	0	4	1
CCCN(CCC)S(=O)(=O)c1ccc2c(c1)CCCN2C(C)=O
 : 3	0	-1	5	-1.3	-1	-1	-7	-6	-1
CCOC(=O)C(=NC1CCS(=O)(=O)C1)NNc1ccccc1Cl (stereo not given)
 : 8	2	8	11	-2.2	5	9	0	-8	-5
CCOC(=O)C1CCCN(c2c(NCCN3CCCCC3CC)c(=O)c2=O)C1 (stereo not given)
 : 3	-1	2	5	1.1	-4	-4	10	-8	-5
Cc1ccc2oc(C(=O)N(Cc3ccccc3)C3CCS(=O)(=O)C3)c(C)c2c1 (stereo not given)
 : -6	-2	2	2	0.5	-11	-1	3	1	0
CCOC(=O)C1CCN(C(=O)c2oc3ccc(S(=O)(=O)N4CCCCCC4)cc3c2C)CC1
 : 6	-3	1	9	-2.3	-7	8	-2	5	-2

(list continues)
Every second line gives: ABHD4 inh	UHRF1 binding	PRMT1 FP inh	TDP2 inh	PG9 binder	HTRA1 inh	SIAE inh	Tn7 DDE FP	TCR-CD3 inh	LEDGF integ inh
COc1ccc(CC(=O)NNS(=O)(=O)c2ccc3ccccc3c2)cc1OC
 : -20	-3	-2	15	-2.7	-3	1	-2	6	0
COc1cccc(C(=O)Nc2cc(C(=O)NCCc3ccccc3)ccc2Cl)c1
 : -5	-1	0	6	-0.3	-12	-5	-3	-5	2
C=C(CN(C)C)C(=O)c1ccc(C)cc1C
 : 5	-2	23*	0	1.7	0	-5	-1	-2	-1
COc1nccnc1NS(=O)(=O)c1ccc(NC(=S)NC(=O)/C=C/c2ccccc2)cc1
 : -3	4	-2	-2	1.1	6	-3	5	-3	-7
COc1ccc(C(=O)COC(=O)c2ccccc2C(=O)N(C)c2ccccc2)c(OC)c1
 : 2	-1	0	-17	-1.3	-11	5	4	-4	-2
CCC1(CC)C(C#N)C(=O)NC(=O)C1C#N (stereo not given)
 : -1	4	1	8	0.3	7	-1	1	6	-1
Cc1ccc(-c2nc(CS(=O)(=O)CC(=O)N3CCOCC3)c(C)o2)cc1
 : 9	4	6	-6	1.3	2	1	-6	-3	-5
CC1(C)C(CC(=O)O)CC1C(=O)O (stereo not given)
 : -7	1	-4	-13	-0.9	1	-2	-3	8	6
COC(=O)C1=C(C)N(Cc2ccccc2)C(=S)N[C@H]1c1ccc(Br)cc1
 : -12	-2	3	4	-0.4	-37	-11	-2	2	-2
COc1ccccc1N(CC(=O)N1CCOCC1)S(C)(=O)=O
 : -7	4	-1	-15	-0.1	10	2	-3	-2	1
CCN(CC)C(=O)Nc1ccc(C(=O)OC)cc1
 : 1	-2	-2	-1	0.5	-2	-3	3	6	0
